# USP2a block: USP2a (human) protease inhibition; O75604; AID 463254; USP2 core, Ub-CHOP2 coupled fluorogenic reporter, 485/531; actives 0.01% (n = 330,000); Potency, µM (highest dose often 38.3 µM), inactives show at the top dose activity change, negative = inhibition, usual class: inhibitors;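 also: potency is read from the fitted curve at half-maximal effect; plate controls were DMSO wells for no effect and full inhibition by NEM control for full effect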
#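 Cell-free coupled assay: 10nM USP2 core preincubated 30min RT with compound in Tris-HCl pH 8.0/CaCl2/CHAPS buffer, then 25nM Ub-CHOP2 and 25nM reporter substrate; fluorescence (Ex 485/Em 531) read after 60min RT, normalized to NEM inhibition, concentration-response curves fitted.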
# KCNH2 3.1 inh: blocks the human KCNH2 3.1 channel isoform; U2OS KCNH2 3.1, thallium flux FluxOr; hits give low values; activity change, % (tested at about 1.8 µM); actives 0.95% (n = 340,000); AID 720553;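 active = maximum activity change below -70%; inconclusive = maximum activity change from -70% to -50%; inactive = maximum activity change above -50%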;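 also: thallium influx rate constant from kinetic fluorescence after stimulation buffer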
#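 Steps: virus added to U2OS suspension (4 h, RT, dark); medium with 10% FBS added, cells plated, 37 C overnight; FluxOr/Red40 loading buffer 45 min RT; stimulation buffer, 2 min kinetic read; rate constant normalized.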
# FBPA coupling cs: coupling enzyme interference in Giardia aldolase counter-screen | AID 2472 | actives 0.67% (n = 290,000) | coupling enzyme system counterscreen, AmpLite Red fluorescence | activity change, negative = inhibition, % at 58.2 µM, hits read low; in the data active = activity change below about -30%
#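 Coupling enzymes only (glyceraldehyde-3-phosphate) + compound, at 57.5 uM final, 10 min RT; add substrate/coupling/AmpLite Red mix, 20 min RT; fluorescence ex 525/em 598 nm. Actives flag coupling-system interference.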
# uPA generation: inhibitors of cell surface uPA generation; Potency, µM (titrated, usually from 38.3 µM), for inactives: top-dose activity change, negative = inhibition, most hits filed as inhibitors; actives 0.31% (n = 330,000); cell surface uPA generation assay, qHTS; active = well fitted inhibition curve with a large enough effect; inconclusive = small, poorly fitted or top-dose-only effect; inactive = no such curve, though single readings can be large or run the other way; tested in mouse RAW 264.7 cells; also: potency is read from the fitted curve at half-maximal effect; nearly all actives have a fitted effect of over 55% in size
# Giardia kill: Giardia lamblia killing | activity change, % at 7.66 µM, hits read low | Giardia lamblia trophozoite viability | actives 0.15% (n = 340,000); in the data active = activity change below about -80%; inconclusive = between about -30% and that limit;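 also: parasites exposed to compound for two days anaerobically before the ATP read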
#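 Anaerobic 48 hrs incubation at 37 deg C of 100 trophozoites/well with test compounds; ATPLite 1-Step luminescence, 15-30 min RT, reports cellular ATP as viability.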
# Eya2 inh: blocks the phosphatase activity of human Eya2; O00167; actives 0.006% (n = 330,000); Potency, µM (series often up to 76.9 µM), for the others: at the top dose activity, negative = inhibition, actives largely listed as inhibitors; recombinant Eya2, OMFP fluorescence dephosphorylation (OMFP is methylfluorescein phosphate); also: potency is read from the fitted curve at half-maximal effect
#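 Eya2 (0.2 uM) preincubated 10 min at ambient with compound, then OMFP substrate added at 50 uM; 10 min reaction in 50 mM HEPES pH 7.5, 50 mM NaCl, 5 uM MgCl2, 0.05% BSA, 1 mM DTT. Fluorescence read at Ex 485/Em 525 nm.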
# B2AR arrestin: agonists driving beta-arrestin recruitment to human beta2-adrenergic receptor. AID 492947. actives 0.02% (n = 330,000). beta-arrestin recruitment to beta2AR, cell-based reporter. Potency, µM (series often up to 46.1 µM), for inactives: at the highest dose activation, hits mostly activators. P07550;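 also: potency is read from the fitted curve at half-maximal effect; 0% = DMSO controls and full agonism = EC100 isoproterenol or metaproterenol; nearly all actives have a fitted effect of over 65% in size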
# Target sequence (P07550 whole entry, looked up): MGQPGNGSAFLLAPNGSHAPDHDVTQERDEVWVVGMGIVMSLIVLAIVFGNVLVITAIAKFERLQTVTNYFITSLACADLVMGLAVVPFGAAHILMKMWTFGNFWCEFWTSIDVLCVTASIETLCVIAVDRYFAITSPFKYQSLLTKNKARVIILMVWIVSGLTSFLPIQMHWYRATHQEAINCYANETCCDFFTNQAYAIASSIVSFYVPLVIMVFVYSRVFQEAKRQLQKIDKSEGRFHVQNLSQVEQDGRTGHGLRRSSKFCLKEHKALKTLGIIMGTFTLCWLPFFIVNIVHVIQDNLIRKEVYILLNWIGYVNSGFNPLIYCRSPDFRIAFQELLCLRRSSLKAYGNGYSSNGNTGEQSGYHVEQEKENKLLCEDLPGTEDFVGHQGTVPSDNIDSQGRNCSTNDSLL
# PKM2 activator: increases activity of human pyruvate kinase M2; P14618; purified PKM2, Kinase-Glo ATP luminescence, activation; response scale: 0% is enzyme alone, no compound; Potency, µM (series often up to 57.5 µM), without a hit: at the top dose activation, usual class: activators; actives 0.34% (n = 260,000); also: potency is read from the fitted curve at half-maximal effect; nearly all actives have a fitted effect of over 55% in size
# Target sequence (P14618 whole entry, looked up): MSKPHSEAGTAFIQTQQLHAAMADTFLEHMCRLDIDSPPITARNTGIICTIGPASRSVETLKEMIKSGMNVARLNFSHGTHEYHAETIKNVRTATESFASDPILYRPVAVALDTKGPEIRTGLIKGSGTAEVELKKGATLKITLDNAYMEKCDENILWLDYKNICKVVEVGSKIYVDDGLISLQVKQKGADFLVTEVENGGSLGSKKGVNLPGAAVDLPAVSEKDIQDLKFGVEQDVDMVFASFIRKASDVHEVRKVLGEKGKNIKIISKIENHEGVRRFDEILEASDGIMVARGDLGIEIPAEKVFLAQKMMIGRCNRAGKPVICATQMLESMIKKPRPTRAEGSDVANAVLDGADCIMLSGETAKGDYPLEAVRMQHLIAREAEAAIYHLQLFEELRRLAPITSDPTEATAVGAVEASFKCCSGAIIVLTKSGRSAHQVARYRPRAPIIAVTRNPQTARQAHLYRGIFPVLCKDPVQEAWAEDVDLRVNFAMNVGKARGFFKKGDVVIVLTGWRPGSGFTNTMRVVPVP
#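 hPK-M2, >95% pure; 0.1 mM ADP / 0.5 mM PEP final; imidazole pH7.2 buffer w/ 7 mM MgCl2, 50 mM KCl; 1 h RT; Kinase-Glo lum. Intermediate enzyme activity for dual inhibitor/activator qHTS.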
# BCR signal inh: chronic active BCR signaling inhibition; ABC-DLBCL IkBa-CBG/CBR reporter, luminescence ratio, 4 h; Potency, µM (top dose mostly 46.1 µM), for inactives: top-dose ratio change, negative = lower green/red ratio, hits mostly inhibitors; actives 0.05% (n = 340,000); AID 493014; active = well fitted inhibition curve with a large enough effect in the signal ratio, with a control signal flat, not every such curve was filed as active; inconclusive = small, poorly fitted or top-dose-only effect, or effect the other way, or a change in a side signal; the % refers to the signal ratio;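 also: potency is read from the fitted curve at half-maximal effect; plate controls were basal doxycycline-induced cells for no effect and cells given 10 µM MG132 for full effect; MG132 reads +100%, hits lower the ratio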
#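 Cell line TMD8 (human ABC DLBCL), stably expressing tet-inducible CBG68-IkBa fusion and CBR; IMDM/0.5% FBS; cpd up to 46 uM; dox induction, 4 h, 37C/5% CO2; dual luminescence; green/red ratio; MG132 control.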
# hERG WT inh: inhibitors of human wildtype KCNH2 potassium channel; Q12809; U2OS, BacMam KCNH2, thallium flux FluxOr; hits give low values; activity change, % at 1.84 µM; actives 0.37% (n = 340,000); AID 720551;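 active = maximum activity change below -70%; inconclusive = maximum activity change between -70% and -50%; inactive = maximum activity change above -50%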
#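 U2OS cells transduced with wild-type KCNH2 virus are loaded with FluxOr dye for 45 min, and thallium flux is measured in kinetic reads before and after stimulation buffer. Rate constants are normalized to DMSO controls.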
# GALK inhibitor: inhibitors of human galactokinase; Purified GALK, Kinase-Glo residual ATP luminescence; Potency, µM (doses to about 57.5 µM), for inactives: at the top dose activity change, negative = inhibition, usual class: inhibitors; actives 0.007% (n = 270,000); AID 1868; also: potency is read from the fitted curve at half-maximal effect
#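 Kinase-Glo Plus luminescence measured ATP left after a 1 h room-temperature reaction. The reaction used 5 nM GALK, 100 uM galactose and 35 uM ATP at pH 8.0 (20 mM HEPES, 5 mM MgCl2, 60 mM NaCl, 1 mM DTT, 0.01% BSA).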
# Numbers without * were called inactive; ? = inconclusive; / = not tested or not shown; & = joins results of further samples; ! = repeats disagree; [ ] = dose if it differs, or a comment. Unless noted, calls follow the shape of the dose curve; as a rule, active = well fitted curve in the direction sought with a large enough effect; inconclusive = small, poorly fitted or top-dose-only effect, or another doubt; inactive = no such curve, though single readings can be large; an effect the other way counts as inactive or inconclusive. Unless noted, % is scaled to controls: 0 for no effect and ±100 for the full control effect. No enrichment for hits. Share with any hit: about 2.4%.
# Below each compound: KCNH2 3.1 inh | Eya2 inh | Giardia kill | uPA generation | GALK inhibitor | BCR signal inh | hERG WT inh | PKM2 activator | FBPA coupling cs | B2AR arrestin | USP2a block
COc1ccc(OC)c(S(=O)(=O)NCc2cn3cccc(C)c3n2)c1
    -8 | 0% | -2 | 2% | -1% | ? | -23 | 12% | 1 | -0.6% | 1%
CC(=O)Oc1ccc(C(=O)Nc2cccc(C(=O)Nc3ccccc3C(=O)O)c2)cc1
    0 | 2% | -13 | 3% | -2% | ? | 24 | / | 9 | 0.3% | 1%
CN(C)C(=O)OCc1c(-c2ccccc2)ncc2ccccc12
    30 | -8% | -6 | -3% | / | -12% | -13 | / | / | 0.3% | 3%
O=S(=O)(c1ccccc1)N1N=C(c2ccc(Br)cc2)CC1c1ccco1 (stereo not given)
    -21 | -6% | -24 | -16% | 1% | 11% | -1 | / | -4 | -0.1% | 0%
CCCC1CC(C)(C(=O)Cn2[nH]c(=O)ccc2=O)OC1=O (stereo not given)
    -2 | -18% | -8 | -5% | 0% | -2% | -7 | -6% | 0 | -0.4% | 0%
O=C(Oc1cccc2c(OC(=O)N3CCCC3)cccc12)N1CCCC1
    -27 | 1% | -1 | -3% | -4% | -5% | 9 | 0% | 2 | 0.1% | 0%
C=CCNC(=O)c1ccc(N(C)S(=O)(=O)c2ccc(OC)cc2)cc1
    3 | 0% | 0 | / | 5% | -18% | -2 | 1% | 0 | 0.1% | -4%
CCc1nc2ccc(C(=O)NCCc3ccco3)cc2nc1CC
    7 | 11% | 0 | -2% | -3% | 12% | 8 | 29% | 4 | 0.5% | 1%
OCCN1CCN(C(=S)Nc2ccccc2)CC1
    -15 | 7% | 19 | 3% | 6% | 1% | -2 | -1% | 0 | 0.4% | 0%
CCC(C(=O)NC(C)(C)C)N(Cc1ccccc1Cl)C(=O)c1snc(C(N)=O)c1N (stereo not given)
    7 | -14% | 2 | 8% | 3% | 5% | 4 | 0% | 3 | -0.8% | 0%
CC1CC(C)CN(C(=O)CCS(=O)(=O)c2ccc3c(c2)NC(=O)CS3)C1 (stereo not given)
    -24 | 0% | -6 | 0% | 2% | 0% | -7 | / | / | -0.9% | 4%
CC(=O)N1c2ccc(S(=O)(=O)N(C)CC(=O)NCc3ccc(C)cc3)cc2CC1C (stereo not given)
    11 | 0% | 0 | 4% | 4% | 0% | 6 | / | / | 0.1% | 1%
C=C(C)Cn1c(=O)c2c(nc3n2CC(C)CN3Cc2ccccc2)n(C)c1=O (stereo not given)
    -40 | -3% | 20 | 15% | -3% | 14% | -1 | 1% | 2 | 0.4% | 2%
CCOC(=O)c1cc(-c2ccccc2)sc1NC(=O)CSc1nnc(N)s1
    7 | -12% | 5 | 9% | -3% | ? | -8 | 1% | 1 | -1.2% | 2%
OCC(O)C(O)C(O)C(O)c1nc2ccccc2[nH]1 (stereo not given)
    -5 | 2% | 7 | -2% | 4% | 7% | -3 | -4% | 1 | -0.7% | 3%
CCCNC(=O)C1CCCN(S(=O)(=O)c2ccc3c(c2)CC(C)N3C(=O)C2CC2)C1 (stereo not given)
    -2 | 6% | ? | 13% | / | 5% | 3 | -3% | 0 | 0.1% | 0%
O=C(NC1(C(F)(F)F)OCCO1)c1ccc(F)cc1
    52 | -4% | 21 | 7% | 10% | 0% | / | -3% | 1 | 0.0% | 0%
CCN1C(C(=O)Nc2cc(C)on2)=C(O)c2ccccc2S1(=O)=O
    3 | 14% | -6 | -4% | -1% | ? | -7 | / | 8 | 0.5% | 3%
CN1C(=O)C(O)(CC(=O)c2ccccc2O)c2cc(Br)ccc21 (stereo not given)
    -11 | -12%&2% | -6 | ? | 0%&-2% | ? | -3 | 0%&8% | -6&-5 | -2.2%&-0.4% | 0%&4%
COc1ccc(C2Nc3ccccc3C(=O)N2NS(=O)(=O)c2ccc(C)cc2)cc1OC (stereo not given)
    8 | 11% | -2 | 0% | -1% | 4% | 3 | 3% | -3 | -0.8% | 2%

# In the list so far, two have bromine.
# Below each compound: KCNH2 3.1 inh | Eya2 inh | Giardia kill | uPA generation | GALK inhibitor | BCR signal inh | hERG WT inh | PKM2 activator | FBPA coupling cs | B2AR arrestin | USP2a block
O=S(=O)(c1ccccc1)N1N=C(c2ccc(Br)cc2)CC1c1ccco1 (stereo not given)
    -21 | -6% | -24 | -16% | 1% | 11% | -1 | / | -4 | -0.1% | 0%
CN1C(=O)C(O)(CC(=O)c2ccccc2O)c2cc(Br)ccc21 (stereo not given)
    -11 | -12%&2% | -6 | ? | 0%&-2% | ? | -3 | 0%&8% | -6&-5 | -2.2%&-0.4% | 0%&4%

# Additional results:
# Below each compound: KCNH2 3.1 inh | Eya2 inh | Giardia kill | uPA generation | GALK inhibitor | BCR signal inh | hERG WT inh | PKM2 activator | FBPA coupling cs | B2AR arrestin | USP2a block
COc1ccccc1NC(=O)N1CCN(CCc2ccccc2)CC1
    12 | 5% | -6 | -1% | 4% | ? | 3 | 0% | 1 | -0.4% | 7%
Cc1cc(C)n2nc(N)c(N=Nc3ccc4c(c3)OCO4)c2n1
    0 | 1% | 1 | 0% | 3% | -1% | -1 | -4% | 0 | -1.5% | 4%
CN1CCN(S(=O)(=O)c2ccc(Cc3ccc(S(=O)(=O)N4CCN(C)CC4)cc3)cc2)CC1
    0 | 2% | -2 | -2% | 3% | 4% | -8 | -4% | 0 | 1.0% | 8%
COc1cccc(CN2CC(C(=O)N(C)Cc3nc(C)cs3)CCC2=O)c1 (stereo not given)
    -2 | 2% | -7 | 4% | / | 12% | -2 | -4% | -1 | 0.3% | -1%
CCOc1ccc(C(=O)Nc2c3c(nn2-c2ccc(F)cc2)CS(=O)C3)cc1 (stereo not given)
    1 | -6% | 5 | 3% | 1% | -21% | 22 | -1% | 2 | -0.1% | 6%
CCCn1c(NCc2cc(OC)ccc2OC)nc2ccccc21
    -35 | -5% | 15 | 0% | 0% | 0% | -4 | -3% | -3 | 2.4% | -2%
CC(=O)CC(=O)Nc1cccc2c1CCCC2
    -13 | -13% | -14 | -4% | 1% | -5% | 4 | 5% | 5 | -0.1% | -5%
O=C(Nc1ccc(NC(=O)c2ccco2)c(Cl)c1)c1ccc2c(c1)OCCO2
    -2 | -5% | -18 | -1% | 1% | 4% | 19 | 6% | -1 | 0.6% | -1%
COc1ccc(CCC(=O)Nc2cc(Cl)ccc2N2CCN(C)CC2)cc1
    -8 | -2% | 11 | 5% | -1% | -1% | 16 | 2% | 2 | -0.6% | 1%
O=C(CC(c1ccco1)S(=O)(=O)c1ccccc1)c1ccc(F)cc1 (stereo not given)
    -18 | 8% | 0 | / | -1% | ? | -4 | 29% | 1 | 5.2% | 0%
CCOC(=O)N1CCN(C(=O)CSc2nnc(-c3cc(OC)cc(OC)c3)o2)CC1
    2 | 2% | 31[activator] | -3% | 0% | 0% | 3 | 2% | 3 | 0.3% | 5%
NS(=O)(=O)c1ccc2nc(NC(=O)c3ccc4c(c3)OCCO4)sc2c1
    -7 | -1% | 16 | -17% | -2% | 0% | -22 | -9% | / | 0.2% | 1%
CC1C(=O)N2CCCc3cc(NC(=O)C(=O)NCCN4CCOCC4)cc1c32 (stereo not given)
    5 | 2% | 26 | 11% | / | -11% | -2 | / | / | 0.2% | -1%
Cc1cc(=O)oc(C)c1C(=O)Nc1ccc(N(C)C)cc1
    12 | 0% | -25 | 16% | -2% | 5% | -1 | 2% | 0 | 2.8% | 1%
COC(=O)CCCC1=CC2=C(c3ccccc3)C(=O)C(C)(OC(=O)C3CCCC3)C(=O)C2=CN1CCN1CCOCC1 (stereo not given)
    -10 | 11% | -4 | 7% | 2% | 0% | -14 | -5%[11.5 µM] | -35*! | -0.6% | 0%
COc1cc2[nH]c(C(=O)NCCc3ccccc3)cc2c(OC)c1OC
    16 | 4% | 46[activator] | -1% | / | 0% | 1 | / | 2 | -0.1% | -1%
COc1cc(S(=O)(=O)N2CCOCC2)ccc1NC(=O)COC(=O)/C=C/c1cc(OC)c(OC)c(OC)c1
    -10 | -3% | -3 | -2% | / | ? | -10 | / | / | 0.0% | -2%

# Looked up one by one from the entries so far:
# Below each compound: KCNH2 3.1 inh | Eya2 inh | Giardia kill | uPA generation | GALK inhibitor | BCR signal inh | hERG WT inh | PKM2 activator | FBPA coupling cs | B2AR arrestin | USP2a block
O=C(CC(c1ccco1)S(=O)(=O)c1ccccc1)c1ccc(F)cc1 (stereo not given)
    -18 | 8% | 0 | / | -1% | ? | -4 | 29% | 1 | 5.2% | 0%
NS(=O)(=O)c1ccc2nc(NC(=O)c3ccc4c(c3)OCCO4)sc2c1
    -7 | -1% | 16 | -17% | -2% | 0% | -22 | -9% | / | 0.2% | 1%

# Screening data as filed in PubChem.
